# WRN inhibitor: WRN helicase (human) inhibition. 360,000 tested, 0.46% active. AID 651768. WRN helicase unwinding, fluorescent forked duplex, kinetic. Q14191. Potency, µM (titrated, usually from 114 µM), for inactives: top-dose activity change, negative = inhibition, usual class: inhibitors; also: potency is read from the fitted curve at half-maximal effect; % is scaled to controls: 0 for no effect and ±100 for the full control effect; nearly all actives have a fitted effect of over 55% in size
#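 Kinetic red-fluorescence monitoring (525/598 nm) tracks WRN helicase activity after 100 nM fluorophore-quencher forked duplex and 2 mM ATP are added to 20 nM enzyme pretreated 15 min at room temperature with compound.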
# PI5P4K alpha inh: inhibitors of human PI5P4K alpha | 330,000 tested, 1.2% active | PI5P4Kalpha enzyme, ADP-Glo luminescence, 60 min; active compounds read low | P48426 | max response, %; active = max response of -50% or lower; inconclusive = between -30% and -50%; inactive = -30% or higher; also: value at the top dose of about 77 µM; % is scaled to controls: 0 for no effect and ±100 for the full control effect
# Target sequence (P48426 whole entry, looked up): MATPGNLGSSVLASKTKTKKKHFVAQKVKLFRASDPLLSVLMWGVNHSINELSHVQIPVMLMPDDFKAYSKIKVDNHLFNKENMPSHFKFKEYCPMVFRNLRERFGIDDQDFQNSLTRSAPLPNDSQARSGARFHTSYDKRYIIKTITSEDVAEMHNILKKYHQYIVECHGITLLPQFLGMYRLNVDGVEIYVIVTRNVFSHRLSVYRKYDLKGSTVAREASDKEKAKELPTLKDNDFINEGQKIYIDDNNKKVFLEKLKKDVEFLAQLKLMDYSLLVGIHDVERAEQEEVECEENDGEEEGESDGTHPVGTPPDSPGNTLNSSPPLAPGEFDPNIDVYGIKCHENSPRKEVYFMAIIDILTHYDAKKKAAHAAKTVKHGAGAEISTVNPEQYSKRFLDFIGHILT
#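 Single end-point luminescence (ADP-Glo) quantified ADP from PI5P4Kalpha turnover; ATP 5 microM final, 1 h at RT, 0.1% CHAPS and 0.28 mM EGTA in HEPES pH 7.4.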
# CCT chaperon mod: changes cytosolic chaperonin activity; purified chaperonin ATPase assay, HTRF ADP detection, 30 min; 360,000 tested, 0.3% active; activity change, % (test concentration not listed), hits read low; AID 651819; in the data active = activity change below about -30%; also: % is scaled to controls: 0 for no effect and ±100 for the full control effect
#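 Nucleotide hydrolysis assay: TRiC at 20–40 nM final (set by batch activity) with 10 uM ATP, 30 min at 37 °C, in presence of 76 uM compound. Detection by competitive ADP HTRF, 30 min ambient.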
# EPAC1 antag: antagonists of human EPAC1. EPAC1 GEF assay, Rap1b-BODIPY-GDP exchange fluorescence. 360,000 tested, 0.14% active. AID 720709. Potency, µM (doses to about 115 µM), inactives show at the top dose activity change, negative = inhibition, hits mostly inhibitors. O95398;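 also: potency is read from the fitted curve at half-maximal effect; plate controls were vehicle for no effect and positive control for full effect; nearly all actives have a fitted effect of over 50% in size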
# EPAC2 antagonist: EPAC2 (human) antagonism | Q8WZA2 | 360,000 tested, 0.18% active | Potency, µM (titrated, usually from 114 µM), for inactives: at the highest dose activity, negative = inhibition, usual class: inhibitors | EPAC2 GEF exchange of Rap1B-BODIPY-GDP, fluorescence | AID 720708; also: potency is read from the fitted curve at half-maximal effect; % is scaled to controls: 0 for no effect and ±100 for the full control effect; nearly all actives have a fitted effect of over 45% in size; many of its hits are not listed in these tables
# MmCpn inh: inhibitors of Methanococcus maripaludis chaperonin (MmCpn) | purified Mm-Cpn ATPase, ADP Transcreener TR-FRET | Potency, µM (top dose mostly 76.9 µM), without a hit: at the top dose activity, negative = inhibition, hits mostly inhibitors | 330,000 tested, 0.031% active; also: potency is read from the fitted curve at half-maximal effect; % is scaled to controls: 0 for no effect and ±100 for the full control effect; nearly all actives have a fitted effect of over 80% in size
#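 Inhibition of chaperonin ATP hydrolysis is measured as reduced ADP production, detected by competitive TR-FRET in which signal falls with ADP. Final enzyme 25 nM and ATP 10 uM, reacted 30 min at 37°C.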
# PLK1 PBD inh: inhibitors of human PLK1 polo-box domain binding; P53350; Plk1 PBD binding of FITC phosphopeptide, fluorescence polarization; Potency, µM, for inactives: max response, negative = inhibition, actives largely listed as inhibitors; 360,000 tested, 2.8% active; also: potency is read from the fitted curve at half-maximal effect; series mostly up to about 57 µM; % is scaled to controls: 0 for no effect and ±100 for the full control effect; nearly all actives have a fitted effect of over 65% in size
# Target sequence (P53350 whole entry, looked up, the tested form may be a part): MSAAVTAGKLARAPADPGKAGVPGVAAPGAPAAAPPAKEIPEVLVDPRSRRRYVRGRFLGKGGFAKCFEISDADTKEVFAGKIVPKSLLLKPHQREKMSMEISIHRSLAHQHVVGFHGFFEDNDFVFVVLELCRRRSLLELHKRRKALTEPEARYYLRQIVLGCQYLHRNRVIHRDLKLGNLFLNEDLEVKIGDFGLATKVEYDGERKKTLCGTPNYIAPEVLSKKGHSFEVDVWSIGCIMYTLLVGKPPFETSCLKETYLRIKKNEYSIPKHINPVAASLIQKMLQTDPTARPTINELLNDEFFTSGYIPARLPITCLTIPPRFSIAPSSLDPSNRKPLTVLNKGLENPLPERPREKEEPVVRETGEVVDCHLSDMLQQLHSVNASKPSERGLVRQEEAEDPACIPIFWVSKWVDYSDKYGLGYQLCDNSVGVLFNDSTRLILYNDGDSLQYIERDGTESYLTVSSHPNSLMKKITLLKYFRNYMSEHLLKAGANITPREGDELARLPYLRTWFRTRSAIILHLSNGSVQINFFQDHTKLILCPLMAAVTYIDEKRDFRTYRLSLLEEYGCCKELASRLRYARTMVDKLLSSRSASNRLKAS
# EPAC1 agonist: activates human EPAC1 exchange factor | O95398 | Potency, µM (highest dose often 154 µM), inactives show top-dose activation, most hits filed as activators | 360,000 tested, 0.073% active | EPAC1 agonist qHTS, biochemical assay; response scale: 100% = response to 6.5 mM cAMP; also: potency is read from the fitted curve at half-maximal effect; nearly all actives have a fitted effect of over 60% in size
#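 Read-out is the fluorescence drop as BODIPY-GDP leaves Rap1B (480 nm excitation, 540 nm emission), recorded every 5 minutes over 30 minutes. Reactions held 100 nM EPAC1, 250 nM Rap1B–BODIPY-GDP and 50 uM GDP, with 6.5 mM cAMP setting full activation.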
# * marks the source's active call; other numbers are inactive results; ? = inconclusive; / = no result given; [ ] = dose if it differs, or a comment. Unless noted, calls follow the shape of the dose curve; as a rule, active = well fitted curve in the direction sought with a large enough effect; inconclusive = small, poorly fitted or top-dose-only effect, or another doubt; inactive = no such curve, though single readings can be large; an effect the other way counts as inactive or inconclusive.
SMILES,WRN inhibitor,PI5P4K alpha inh,CCT chaperon mod,EPAC1 antag,EPAC2 antagonist,MmCpn inh,PLK1 PBD inh,EPAC1 agonist
CN(Cc1ccccc1F)C(=O)C1CCCN(C(=O)c2ccc(Cl)cc2)C1 (centres undefined),-5%,-5,0.8,-4%,-5%,-1%,-3%,-1%
O=C(CSc1nc2ccsc2c(=O)n1NC(=O)c1ccccc1)NCc1ccco1,?,/,-1.3,-3%,2%,2%,-16%,12%
CC1OC23CCCCC2C(C#N)(C(=N)O3)C1(C#N)C#N (centres undefined),4%,6,-1.5,-7%,1%,-3%,-3%,14%
COc1ccc(CNC(=O)CSc2nc3c(oc4ccccc43)c(=O)n2CC2CCCO2)cc1 (centres undefined),-13%,5,0.1,7%,-14%,0%,1%,-8%
COc1ccc(N2CCN(C(=O)c3cc(C)oc3C)CC2)cc1,-5%,-4,0.7,8%,4%,-5%,-12%,-4%
Cc1ccc(S(=O)(=O)N(C)C)cc1NC(=O)C(C)NC(C)c1cccs1 (centres undefined),-2%,11,1.3,-16%,4%,1%,-3%,7%
COc1ccccc1N(CC(=O)NCc1ccccc1C)S(=O)(=O)c1ccc(C)cc1,-5%,-1,-2.8,-3%,-19%,1%,-11%,8%
CCCCCn1c(=O)c(-c2nc3ccccc3[nH]2)c(O)c2ccccc21,4%,3,-1.0,-23%,7%,-5%,-5%,3%
Cc1nn(C)c(C)c1NC(=O)COc1ccc(Cl)cc1Br,-16%,5,-6.7,1%,8%,2%,-1%,2%
CCC(c1nnc(SCC(=O)Nc2ccc(Cl)cc2C(F)(F)F)n1C1CCCCC1)N(C)C (centres undefined),-34%[57.1 µM],7,0.2,-28%,-17%,3%,-11%,-13%
Cc1cccc(-n2ncc3c(Nc4c(C)n(C)n(-c5ccccc5)c4=O)ncnc32)c1,4%,12,-3.2,-18%,2%,-1%,-8%,-2%
C=CCn1nc(C(=O)Nc2ccc(OC)cc2)cc1-c1sc(NC(=O)c2ccccc2)nc1C,-3%,-1,/,-1%,-2%,/,0%,2%

# Reprinted from the part before: three compounds; new compounds follow.
SMILES,WRN inhibitor,PI5P4K alpha inh,CCT chaperon mod,EPAC1 antag,EPAC2 antagonist,MmCpn inh,PLK1 PBD inh,EPAC1 agonist
CCC(c1nnc(SCC(=O)Nc2ccc(Cl)cc2C(F)(F)F)n1C1CCCCC1)N(C)C (centres undefined),-34%[57.1 µM],7,0.2,-28%,-17%,3%,-11%,-13%
Cc1cccc(-n2ncc3c(Nc4c(C)n(C)n(-c5ccccc5)c4=O)ncnc32)c1,4%,12,-3.2,-18%,2%,-1%,-8%,-2%
C=CCn1nc(C(=O)Nc2ccc(OC)cc2)cc1-c1sc(NC(=O)c2ccccc2)nc1C,-3%,-1,/,-1%,-2%,/,0%,2%
COc1ccc(NCc2nnc(SCc3ccc(Cl)cc3)n2-c2ccccc2)cc1,-27%,3,0.3,-19%,-8%,2%,-5%,18%
O=C(c1ccco1)N1CCN(Cc2cccnc2)CC1,-28%[57.1 µM],-8,-1.1,6%,-4%,1%,-2%,0%
Cc1nc(NC(=O)/C=C/c2ccco2)sc1C,-32%,?,-1.9,-28%,-11%,-18%,-17%,7%
CCc1nc(N)c(C#N)c(-c2ccccc2OC)c1C,0%,6,2.0,-10%,2%,-3%,3%,0%
COc1cccc(NC(=O)COC(=O)c2c3c(nc4ccccc24)CCC(C)C3)c1 (centres undefined),-18%,/,-23,-5%,-5%,-3%,7%,17%
Cc1cc(C)n(Cc2ccc(Cl)nc2)n1,-1%,-9,-0.8,-12%,3%,-4%,-12%,4%
CCN(CC)CCCNc1nc(-c2ccccc2)nc2ccccc12,-1%,/,-0.5,12%,12%,0%,0%,4%
Cn1ncc(C#N)c1NC(=O)c1nn2cccnc2c1Cl,-7%,6,1.0,-7%,-1%,0%,-8%,-5%
Cc1cc(C(=O)Nc2c(C)n(C)n(-c3ccccc3)c2=O)on1,1%,-13,1.0,-13%,-1%,2%,-1%,-14%
CCOC(=O)c1cc2c(=O)n3ccccc3nc2n(Cc2ccco2)c1=NC(=O)c1ccccc1OCC,-10%,-10,-3.5,3%,9%,1%,-8%,6%
Clc1ccc(-n2ncc3c(NCCCn4ccnc4)ncnc32)cc1,13%,1,-0.7,6%,8%,1%,-7%,-8%
Cc1csc(NC(=O)C(Cc2ccccc2)n2cccc2)n1 (centres undefined),-8%,-2,-2.8,-19%,-5%,-12%,-11%,-20%
COC(=O)c1cn[nH]c1N,-16%,5,-1.1,2%,9%,-1%,-3%,9%
CS(=O)(=O)c1ccc(Cl)c(NC(=O)Cc2c(Cl)cccc2Cl)c1,2%,-10,-0.7,-11%,-1%,0%,-11%,15%
Cc1cccc(NC(=O)N2CCN(Cc3ccccc3)CC2)c1,9%,/,-0.3,2%,8%,2%,1%,-1%
NS(=O)(=O)c1cccc(NC(=O)COC(=O)CCC(=O)c2cccs2)c1,1%,1,-2.3,-6%,5%,-12%,-12%,6%
CN(C)S(=O)(=O)N1CCc2ccccc2C1,5%,/,1.2,3%,8%,2%,-1%,-4%
COc1ccccc1/C=C/C=N/NC(=O)c1ccccn1,-11%,0,-2.4,0%,-7%,?,-8%,-5%
N#C/C(=C\c1ccc(O)cc1)C(=O)NCc1ccccc1,0%,-4,-3.0,-10%,-3%,1%,-16%,-1%
Cc1ccnc(SC2CC(=O)N(c3ccc([N+](=O)[O-])cc3)C2=O)n1 (centres undefined),11%,-9,-2.4,-1%,4%,?,-16%,-6%
CCOc1ccc(C2C(C(=O)c3ccc(C)o3)=C(O)C(=O)N2CCN2CCOCC2)cc1OC (centres undefined),-5%,/,1.7,13%,22%,-1%,-8%,-4%
CC(C)(C)C(O)(CC#CCN1CCCC1)c1ccccc1 (centres undefined),12%,-2,0.6,-13%,-4%,1%,-5%,4%
CCOc1ccc(CCN2C(=S)N([C@@H](Cc3ccc(O)cc3)CN3CCC[C@@H]3CN3C(=S)NC[C@@H]3Cc3ccccc3)C[C@@H]2Cc2ccccc2)cc1,-7%,10,0.2,-16%,-14%,/,8%,-13%
CCC1CC(/C(C)=N/NC(N)=O)OC1=O (centres undefined),1%,-3,-1.1,11%,7%,1%,2%,5%

# The closing 2 entries of the section before open the next one.
SMILES,WRN inhibitor,PI5P4K alpha inh,CCT chaperon mod,EPAC1 antag,EPAC2 antagonist,MmCpn inh,PLK1 PBD inh,EPAC1 agonist
CCOc1ccc(CCN2C(=S)N([C@@H](Cc3ccc(O)cc3)CN3CCC[C@@H]3CN3C(=S)NC[C@@H]3Cc3ccccc3)C[C@@H]2Cc2ccccc2)cc1,-7%,10,0.2,-16%,-14%,/,8%,-13%
CCC1CC(/C(C)=N/NC(N)=O)OC1=O (centres undefined),1%,-3,-1.1,11%,7%,1%,2%,5%
CCCc1cc(=O)[nH]c(SCc2ccccc2)n1,-7%,3,-9.7,6%,-2%,2%,0%,6%
COc1cc(C2SCC(=O)N2CCN2CCCCC2)ccc1O (centres undefined),-6%,1,-3.5,-4%,6%,1%,-11%,1%
O=[N+]([O-])c1ccc(Cl)c2cccnc12,-9%,4,0.1,-12%,-11%,2%,-23%,-9%
COc1ccc(/C=C(\NC(=O)c2ccc([N+](=O)[O-])cc2)C(=O)N2CCOCC2)cc1,-8%,0,2.8,-1%,6%,-1%,-5%,3%
CCc1ccc([C@@H]2C[C@H]3[C@@H](CN2S(=O)(=O)c2ccc(C)cc2)C(=O)C[C@@H](c2ccc(Cl)cc2)N3S(=O)(=O)c2ccc(C)cc2)cc1,-2%,-7,0.9,1%,11%,/,-5%,-15%
CCOC(=O)N1CCC(NS(=O)(=O)c2ccc3c(c2)CCN3C(C)=O)CC1,-3%,0,-0.6,0%,2%,1%,0%,5%
CC(=O)c1ccc(Oc2ncnc3sccc23)c(CN2CCOCC2)c1,6%,-4,0.5,-9%,4%,0%,-10%,4%
O=C(NNC(=O)c1ccccc1OCc1ccccc1)c1ccccc1F,2%,2,-0.4,5%,1%,0%,-1%,2%
Cc1ccc(S(=O)(=O)N(C)C)cc1NC(=O)CN1C(=O)NC2(CCCCCC2)C1=O,-26%,7,-1.0,-6%,-3%,-1%,-3%,16%
O=C(CCCNC(=O)/C(=C\c1ccccc1F)NC(=O)c1ccccc1)OCc1ccccc1,-9%,/,3.6,-4%,15%,0%,0%,-1%
O=C(c1ccccc1Cc1ccccc1)N1CCN(S(=O)(=O)c2ccc(F)cc2)CC1,-1%,7,-0.3,-7%,-7%,1%,1%,-1%
Cc1ccc2c(C)c(C(=O)Nc3cccnc3)oc2c1,-21%,/,-0.6,1%,14%,-2%,-1%,-4%
O=C(NCc1ccccc1)C(c1ccccn1)N(C(=O)c1csnn1)c1ccccc1F (centres undefined),1%[57.1 µM],1,-0.8,-5%,3%,1%,3%,3%
CCC(C)NCCCCOc1ccc(Cl)cc1C (centres undefined),-2%,5,0.6,-14%,-2%,2%,-5%,1%
Cc1ccccc1Nc1c(-c2ccccn2)nc2ccccn12,-3%,-2,1.0,-4%,?,6%,4%,-10%
CC(=O)Nc1ccccc1C(=O)N1CCN(Cc2ccc3c(c2)OCO3)CC1,-2%,-1,-1.5,-2%,1%,-1%,-5%,3%
O=C(O)Cc1csc(NC(=O)c2ccco2)n1,-13%,-8,-0.1,-14%,-3%,3%,-6%,11%
Cn1cnc2c1c(=O)[nH]c(=O)n2Cc1ccccc1,7%,1,-0.4,-13%,4%,0%,1%,4%
O=C(Nc1nnc(SCC(=O)N2CCCCC2)s1)C1CCCCC1,-7%,/,-60*,-9%,-6%,-4%,-25%,6%
c1ccc2c(c1)oc1c(Nc3ccc(CN4CCOCC4)cc3)ncnc12,2%,-11,1.0,1%,-4%,0%,1%,-4%
CC(C)C(NC(=O)c1cccs1)C(=O)NC1CCCCC1 (centres undefined),8%,7,0.2,4%,0%,-1%,-3%,0%
Cc1ccccc1-c1nc(CS(=O)(=O)CC(=O)NC2CCCC2)c(C)o1,4%,2,0.3,-3%,1%,1%,2%,7%
Cc1ccc(-c2nc(-c3ccccc3)no2)c(Cl)c1,-9%,9,-0.3,-26%,-27%,0%,2%,-16%
Nc1nc(=S)[nH]c2c1C1(CCCC1)Cc1ccccc1-2,-6%[57.1 µM],1,-0.1,-6%,-10%,-8%,-24%,2%
O=C(CNC(=O)c1cccs1)OCc1c(F)cccc1Cl,-32%,1,0.5,-23%,1%,2%,-3%,-3%
COc1ccc(CC(NC(C)=O)C(=O)NC2CCN(C(=O)Nc3ccccc3C)CC2)cc1OC (centres undefined),10%,2,0.2,-15%,-7%,-1%,4%,-10%

# Source: PubChem BioAssay

# These rows are one share of the data. The share of hits here may be higher or lower than overall.
